Source: PubChem
TbPYK inhibitor: T. brucei pyruvate kinase inhibition. Q57TT1. Potency, µM (doses to about 76.8 µM), for inactives: top-dose activity, negative = inhibition, hits mostly inhibitors. TbPYK enzyme, Kinase-Glo Plus ATP luminescence, 45 min. hit rate 0.12% among 410,000; active = well fitted inhibition curve with a large enough effect; inconclusive = small, poorly fitted or top-dose-only effect; note: nearly all actives have a fitted effect of over 50% in size
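Enzyme and substrate buffer are dispensed first and compound is pin-transferred. ADP at 130 uM final then starts the reaction, which runs 45 min at room temperature. Detection reagent is added for 10 min before luminescence is imaged.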
Starred values were filed as active, the others as inactive; ? = inconclusive. % is set by controls: 0 for no effect and ±100 for the full control effect; potency is the fitted concentration of half-maximal effect. Only part of the results is shown; count on the stated rates, not on these rows.

SMILES | TbPYK inhibitor
CCS(=O)(=O)NC(=O)C1(C)CCN1C(=O)Cc1ccc(Cl)cc1Cl (stereo unspecified) | -1%
CS(=O)(=O)N1CCC[C@@]2(CCN(Cc3ccccc3)C2)C1 | 1%
COCCNC(=O)C1CCCN(C(=O)COc2ccc(Cl)cc2Cl)CC1 (stereo unspecified) | -5%
COc1cccc(CN2CC(C(=O)NCCc3nccs3)CCC2=O)c1 (stereo unspecified) | 2%
O=C1[C@@H]2[C@H]3CC[C@H](C3)[C@@H]2C(=O)N1CCCCN1CCN(c2ncccn2)CC1 | 2%
N#Cc1cc2cc(Cl)ccc2[nH]c1=O | 2%
Cc1ccc(F)c(S(=O)(=O)NC(=O)C2(C)CCN2C(=O)c2ccco2)c1 (stereo unspecified) | 1%
O=C(Nc1cccc(F)c1)N1CCC2(CC1)CCN(C(=O)Oc1ccccc1)CC2 | -8%
c1ccc2oc(-c3ccc4c(c3)CNCc3cnnn3-4)cc2c1 | -1%
Cc1ccccc1NC(=O)Nc1nc(C(N)Cc2ccccc2)cs1 (stereo unspecified) | 2%
O=C(c1ccco1)N1CCC2CC1c1c(Cl)cccc12 (stereo unspecified) | 7%
Cc1noc(C)c1-c1ccc(C(=O)NCc2cccc(Cl)c2)c2occc12 | -1%
CC(=O)Nc1cc(-c2cccc(NS(C)(=O)=O)c2)cn2c(-c3ccccc3)cnc12 | -2%
COc1ccc(C(O)c2nc(-c3cncnc3)cs2)cc1 (stereo unspecified) | -2%
CN1OC[C@@H]2CN[C@H](c3ccc(-c4cc5ccccc5o4)cc3)C[C@@H]21 | -4%
CCNC(=O)C1CCCN(C(=O)c2cc(OC)c(OC)c(OC)c2)CC1 (stereo unspecified) | -15%
COCCn1c(=O)c(-c2ccc(F)cc2)nc2cnc(Oc3ccc(OC)cc3)nc21 | 1%
O=C(c1cc(C(F)(F)F)cc(C(F)(F)F)c1)N1CCC2(CCCN(Cc3ccccc3)C2)CC1 | -1%
Cc1cc2nc(-c3ccccc3)c(CC3CCCCC3)n2c(C)c1Br | -3%
N#Cc1ccc(CN2CCC3(CC2)CCN(S(=O)(=O)c2ccccc2)CC3)cc1 | 0%
O=C(COC(=O)Cc1c(Cl)cccc1Cl)NCc1ccccc1 | 5%
CCc1nc2ccc(C(=O)NCCCN3CCCC3=O)cn2c1N(C)C(=O)C1CCCCC1 | 1%
CCCCN1CC(N2CCN(Cc3ccccc3)CC2)CS1(=O)=O (stereo unspecified) | -6%
COc1ccc(-c2cc(NC(C)=O)c3ncc(-c4ccccc4)n3c2)c(OC)c1 | -6%
CC(Cl)=CCn1c(NCCc2ccccc2)nc2c1c(=O)n(C)c(=O)n2C | 3%
Cn1cnnc1SCC(=O)N1CCc2ccccc2C1 | -14%
CN1OC[C@@H]2CN(S(=O)(=O)c3ccccc3)[C@H](c3ccc(-n4ccnc4)cc3)C[C@@H]21 | 0%
CCOC(=O)[C@]12CCCC=C1N(Cc1ccc3c(c1)OCO3)C(=O)[C@H](CC(=O)NCc1cccc3ccccc13)C2 | 6%
CN1CCCC(C)(C(=O)Nc2ccc3scnc3c2)C1 (stereo unspecified) | 8%
CCC(c1nc2ccccc2[nH]1)N(Cc1cccnc1)C(=O)c1cc(-c2ccccc2)on1 (stereo unspecified) | 1%
CC(CSC(=O)c1ccccc1)C(=O)N1CC(Sc2ccccc2)CC1C(=O)O (stereo unspecified) | 0%
O=C(OCc1cn([C@H]2C[C@H](c3ccccc3)N(Cc3cccs3)C[C@@H]2O)nn1)c1ccccc1 | 1%
CC(C)Nc1ncnc2c1ncn2[C@H]1CN(Cc2ccc(F)cc2)C[C@@H](CO)O1 | -1%
COc1cc(CNc2ncnc3c2ncn3[C@H]2CN(Cc3ccccc3)C[C@@H](COC(C)=O)O2)cc(OC)c1OC | 1%
C=CCn1c(SCC(=O)NC2CCCC2)nc2ccccc21 | -3%
Cc1ccc2c(=O)n3c(nc2c1)C(Cc1ccccc1)NC(=O)c1cc2ccccc2cc1-3 (stereo unspecified) | 1%
O=C(CN1C(=O)C2CC=CCC2C1=O)Nc1ccc(F)c(Cl)c1 (stereo unspecified) | -8%
O=C(CCCN1C(=O)/C(=C\c2cccs2)SC1=S)Nc1ccccc1O | 5%
COc1ccccc1N1CC(C(=O)OC(C)C(=O)Nc2ccc(F)cc2)CC1=O (stereo unspecified) | -6%
CC(C)(C)c1ccc(C(=O)NCc2nnc(SCC(=O)N3CCCC3)o2)cc1 | -4%

Gathered by group: the compounds so far containing a thiophene ring, fused or not.
SMILES | TbPYK inhibitor
O=C(OCc1cn([C@H]2C[C@H](c3ccccc3)N(Cc3cccs3)C[C@@H]2O)nn1)c1ccccc1 | 1%
O=C(CCCN1C(=O)/C(=C\c2cccs2)SC1=S)Nc1ccccc1O | 5%

The results go on.
SMILES | TbPYK inhibitor
CC(=O)Nc1cnc(/C=C\CCCO)cn1 | 3%
CCOC(=O)C1(C)CCN1C(=O)c1ccc(C(F)(F)F)cc1 (stereo unspecified) | 1%
CC(C)C1Cc2[nH][nH]c(=O)c2C(c2ccc(Cl)cc2)O1 (stereo unspecified) | -13%
Cn1cccc1C(=O)N1CCC[C@@]2(CCN(Cc3ccc(C#N)cc3)C2)C1 | -4%
Cc1ccc(NC(=O)CN2C(=O)NC3(CCCCC3C)C2=O)cc1S(=O)(=O)N1CCOCC1 (stereo unspecified) | -10%
CCCNC(=O)c1cc(C2CCCN(C(=O)c3cc(F)ccc3C)C2)on1 (stereo unspecified) | 1%
CCc1nc2ccc(C(=O)NCCN3CCOCC3)cn2c1N(C=O)Cc1ccc(OC)cc1 | 1%
CCOc1ccc(CCN2C(=O)C(=O)N([C@@H](Cc3ccccc3)CN3CCC[C@@H]3CN3C(=O)C(=O)NC[C@@H]3Cc3ccc(O)cc3)C[C@@H]2Cc2ccccc2)cc1 | 6%
CS(=O)(=O)N1CCC2(CCCN(C(=O)Nc3cccc(F)c3)C2)CC1 | 1%
Cc1ccccc1-c1cc2nc(NCCc3ccncc3)n(C)c(=O)c2s1 | 2%

A portion taken from the entries so far:
SMILES | TbPYK inhibitor
Cn1cccc1C(=O)N1CCC[C@@]2(CCN(Cc3ccc(C#N)cc3)C2)C1 | -4%
Cc1ccc(NC(=O)CN2C(=O)NC3(CCCCC3C)C2=O)cc1S(=O)(=O)N1CCOCC1 (stereo unspecified) | -10%
CCCNC(=O)c1cc(C2CCCN(C(=O)c3cc(F)ccc3C)C2)on1 (stereo unspecified) | 1%
CCc1nc2ccc(C(=O)NCCN3CCOCC3)cn2c1N(C=O)Cc1ccc(OC)cc1 | 1%

The list continues.
SMILES | TbPYK inhibitor
Cc1cccc(S(=O)(=O)N(C)C[C@@H]2OCc3cn(nn3)CCCC(=O)N([C@@H](C)CO)C[C@H]2C)c1 | 6%
O=C(Nc1cccc(Cl)c1)c1ccc2sc([C@@H]3O[C@H](CO)[C@H](O)[C@H](O)[C@H]3O)nc2c1 | 2%
COc1ccccc1C(=O)N1CCN(C(=O)c2oc3c(C)c(C)ccc3c2C)CC1 | 0%
CC(C)CN1CCCC2(CCN(C(=O)c3ccncc3)CC2)C1 | -6%
COc1cccc(CN2CCC2(C)C(=O)NCCc2ccccn2)c1OC (stereo unspecified) | 0%
Cc1c(C(=O)N2CCN(Cc3nccn3C)CC2)oc2c(F)cccc12 | 4%
CCc1nc2c(OCc3ccc(F)c(F)c3)cccn2c1N(C)C(=O)c1ccc(OC)cc1 | 0%
CCOC(=O)[C@]12Cc3ccccc3[C@H]1N(C(C)C)C(=O)c1ccccc12 | ?
CCCc1nc2ccc(C(=O)OC)cn2c1Cc1cccc(F)c1 | 4%
CC1CCCC(C)N1C(=O)CN1C(=O)NC2(CCCCCC2)C1=O (stereo unspecified) | 5%
COc1cc2c(cc1OC)C1CCc3cc4c(cc3C1N=C2)OCO4 (stereo unspecified) | 3%
O=C(NCc1cccs1)C1Cc2c(-c3ccccc3Oc3ccccc3)ccnc2O1 (stereo unspecified) | -6%
COCCCN1C(=O)C(CC(=O)NCCCCc2ccccc2)CC(C(=O)N2CCOCC2)=C1C (stereo unspecified) | 2%
O=C(c1cccc(Cl)c1)N1CCC(=O)N([C@H](COCc2cccc(Cl)c2)Cc2ccccc2)CC1 | -5%
COCCNc1nc2c(c(=O)n(C)c(=O)n2C)n1CCCc1ccccc1 | -12%
O=C(OCc1cn([C@H]2CN(C(=O)c3cccs3)[C@@H](c3ccc(Cl)cc3)C[C@@H]2O)nn1)c1ccccc1 | 2%
O=C(Nc1cccc(F)c1)N1CC[C@@]2(CCCN(S(=O)(=O)c3ccccc3)C2)C1 | 6%
Cc1ccc(O)cc1 | -2%
CNC(=O)C[C@H]1C(=O)N(c2ccc(Br)cc2)C[C@@H]1CSC | -6%
CC(C)C[C@H]1CNC(=O)C(=O)N1CC1CCN(CC2CCC(C)CC2)CC1 (stereo partly specified) | 4%
CN(C)C(=O)c1cccc(-c2cccc(-c3nc(C(=O)NCc4ccccc4)cc4c3[C@H](CCO)N(S(=O)C(C)(C)C)C4)c2)c1 (stereo partly specified) | -1%
O=C1NC(Cc2ccc(O)cc2)c2nc3cc(F)ccc3c(=O)n2-c2cc3ccccc3cc21 (stereo unspecified) | 1%
CCN(CC)c1ncnc2c1ncn2[C@H]1CN(Cc2ccc(F)cc2)C[C@@H](CO)O1 | -6%
CC1(C(=O)Nc2ccccc2)Cc2c(-c3cccc(C(N)=O)c3)ccnc2O1 (stereo unspecified) | 1%
CN[C@H](C)C(=O)NC[C@H]1O[C@@H](n2ccc(N)nc2=O)[C@H](O)[C@@H]1O | -1%
Cc1ncoc1C(=O)NCC1=C(c2cccc3ccccc23)C[C@@H]2CC[C@H]1N2Cc1ccco1 | -12%
CCN1C(=O)[C@H]2[C@@H](c3ccc(C(F)(F)F)cc3)N[C@]3(CCCN(Cc4ccc(C(F)(F)F)cc4)C3=O)[C@H]2C1=O | -12%
C[C@@H]1CN([C@@H](C)CO)C(=O)c2cc(NC(=O)c3ccccc3)ccc2O[C@@H](C)CCCCO[C@@H]1CN(C)S(=O)(=O)c1ccc(F)cc1 | -4%
CCOC(=O)[C@]12Cc3cc(Cl)ccc3[C@H]1N(C(C)C)C(=O)c1ccccc12 | -10%
N#Cc1ccc(-c2nc3c(Cl)cc(C(F)(F)F)cn3c2Cc2ccccc2C(F)(F)F)cc1 | 0%

Shown with tabs: four of the compounds above.
compound	TbPYK inhibitor
O=C1NC(Cc2ccc(O)cc2)c2nc3cc(F)ccc3c(=O)n2-c2cc3ccccc3cc21 (stereo unspecified)	1%
CCN(CC)c1ncnc2c1ncn2[C@H]1CN(Cc2ccc(F)cc2)C[C@@H](CO)O1	-6%
CC1(C(=O)Nc2ccccc2)Cc2c(-c3cccc(C(N)=O)c3)ccnc2O1 (stereo unspecified)	1%
CN[C@H](C)C(=O)NC[C@H]1O[C@@H](n2ccc(N)nc2=O)[C@H](O)[C@@H]1O	-1%

The list goes on.
SMILES | TbPYK inhibitor
CN(Cc1cnn(-c2ccc(F)cc2)c1)C(=O)[C@H]1O[C@@H](n2cnc3c(N)ncnc32)[C@H](O)[C@@H]1O | 1%
COc1cccc(C(=O)N2CCC[C@@H]2C(=O)N2CCC[C@H]2C(=O)NCc2ccncc2)c1 | 0%
N#Cc1cccc(NC(=O)N2CC[C@@]3(CCCN(C(=O)c4cccc(F)c4)C3)C2)c1 | 2%
Nc1[nH]c(C(=O)c2ccccc2)c(-c2ccc([N+](=O)[O-])cc2)c1C(=O)NCCc1c[nH]c2ccccc12 | -16%
CC(C)NC(=O)N(C)C[C@H]1OCCCC[C@@H](C)Oc2ccc(N(C)C)cc2C(=O)N([C@H](C)CO)C[C@@H]1C | ?
O=C1CCC2(O)C3Cc4ccc(O)c5c4C2(CCN3Cc2ccoc2)C1O5 (stereo unspecified) | 3%
Cc1ccc(C(O)c2ncc(-c3ccccc3F)[nH]2)cc1F (stereo unspecified) | -8%
CCOc1cccc(-c2cc(NCCc3ccccn3)n3nccc3n2)c1 | 5%
C#CCn1cc(CNC[C@H]2O[C@@H](n3cnc4c(=O)[nH]c(N)nc43)[C@H](O)[C@@H]2O)c2ccccc21 | 0%
C[C@@H]1CN([C@@H](C)CO)C(=O)CCCn2cc(nn2)CO[C@H]1CN(C)C(=O)c1cc(-c2ccccc2)on1 | 4%
CCN(CC)c1c(C)nc2ccc(C(=O)Nc3cc(-c4ccccc4)ccc3OC)cn12 | 3%
COc1ccc(NC(=O)C2Cc3c(-c4ccc5c(c4)OCO5)ccnc3O2)cc1OC (stereo unspecified) | -1%
CCc1ccc(C(O)c2ncc(-c3ccccc3OC)[nH]2)cc1 (stereo unspecified) | -6%
COc1ccccc1NC(=O)N(C)C[C@H]1OCc2cnnn2CCCC(=O)N([C@H](C)CO)C[C@@H]1C | -2%
CCCNC(=O)C1(C)CCN(Cc2cc(C(F)(F)F)ccc2Cl)C1 (stereo unspecified) | 6%
Cc1cnc(C)c(Nc2nc(C(N)Cc3ccc(C(F)(F)F)cc3)cs2)n1 (stereo unspecified) | -6%
COc1ccc(C(C)(O)c2nc(-c3ccc(F)c(Cl)c3)cs2)cc1 (stereo unspecified) | 3%
COc1ccc(CC(O)CO)cc1OCc1ccccc1 (stereo unspecified) | 4%
COc1ccc(CN2C(=O)CCC2(C)c2nnnn2-c2c(C)cccc2C)cc1OC (stereo unspecified) | 3%
CN(C(=O)COC(=O)c1cccc(S(=O)(=O)N2CCCCCC2)c1)c1ccccc1 | 2%
CCCN(C(=O)COC(=O)CCC(=O)c1ccccc1)c1c(N)n(Cc2ccccc2)c(=O)[nH]c1=O | 4%
O=C(Nc1ccc2c3c(cccc13)CC2)c1ccccc1 | -1%
COCCNC(=O)C1(C)Cc2c(-c3cccc(NC(C)=O)c3)ccnc2O1 (stereo unspecified) | -10%
COc1ccc(-c2csc(N(CCCN(C)C)C(=O)c3ccc(OC)c(OC)c3)n2)cc1 | 7%
COc1ccc(NC(=O)CN(C)C(=O)c2ccc3c(c2)CC(c2ccccc2)OC3=O)cc1 (stereo unspecified) | 5%
CCOC(=O)C1=C(c2ccccc2)N=c2sc(=Cc3cc(OC)c(OC)c(OC)c3)c(=O)n2C1c1cccs1 (stereo unspecified) | 7%
C[C@@H]1CN([C@@H](C)CO)C(=O)CCCn2nncc2CO[C@H]1CN(C)C(=O)Nc1ccc(C(F)(F)F)cc1 | -4%
